# KCNH2 3.1 block = inhibitors of human KCNH2 3.1 potassium channel isoform; U2OS KCNH2 3.1, thallium flux FluxOr; active compounds read low; activity change, % (tested at about 1.8 µM); 0.95% of 340,000 active; AID 720553;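 active = maximum activity change below -70%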;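 also: thallium influx rate constant from kinetic fluorescence after stimulation buffer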
#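 Thallium flux read-out: FluxOr dye with Red40 quencher in HBSS/HEPES, 45 min at RT. Rate constants from kinetic reads were normalized to positive and negative DMSO controls. Cells: U2OS virally expressing the 3.1 isoform.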
# hERG WT inh = inhibitors of human wildtype KCNH2 potassium channel; activity change, % at 1.84 µM; 0.37% of 340,000 active; U2OS, BacMam KCNH2, thallium flux FluxOr; active compounds read low; Q12809; AID 720551;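 active = maximum activity change below -70%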
# Target sequence (Q12809 whole entry, looked up): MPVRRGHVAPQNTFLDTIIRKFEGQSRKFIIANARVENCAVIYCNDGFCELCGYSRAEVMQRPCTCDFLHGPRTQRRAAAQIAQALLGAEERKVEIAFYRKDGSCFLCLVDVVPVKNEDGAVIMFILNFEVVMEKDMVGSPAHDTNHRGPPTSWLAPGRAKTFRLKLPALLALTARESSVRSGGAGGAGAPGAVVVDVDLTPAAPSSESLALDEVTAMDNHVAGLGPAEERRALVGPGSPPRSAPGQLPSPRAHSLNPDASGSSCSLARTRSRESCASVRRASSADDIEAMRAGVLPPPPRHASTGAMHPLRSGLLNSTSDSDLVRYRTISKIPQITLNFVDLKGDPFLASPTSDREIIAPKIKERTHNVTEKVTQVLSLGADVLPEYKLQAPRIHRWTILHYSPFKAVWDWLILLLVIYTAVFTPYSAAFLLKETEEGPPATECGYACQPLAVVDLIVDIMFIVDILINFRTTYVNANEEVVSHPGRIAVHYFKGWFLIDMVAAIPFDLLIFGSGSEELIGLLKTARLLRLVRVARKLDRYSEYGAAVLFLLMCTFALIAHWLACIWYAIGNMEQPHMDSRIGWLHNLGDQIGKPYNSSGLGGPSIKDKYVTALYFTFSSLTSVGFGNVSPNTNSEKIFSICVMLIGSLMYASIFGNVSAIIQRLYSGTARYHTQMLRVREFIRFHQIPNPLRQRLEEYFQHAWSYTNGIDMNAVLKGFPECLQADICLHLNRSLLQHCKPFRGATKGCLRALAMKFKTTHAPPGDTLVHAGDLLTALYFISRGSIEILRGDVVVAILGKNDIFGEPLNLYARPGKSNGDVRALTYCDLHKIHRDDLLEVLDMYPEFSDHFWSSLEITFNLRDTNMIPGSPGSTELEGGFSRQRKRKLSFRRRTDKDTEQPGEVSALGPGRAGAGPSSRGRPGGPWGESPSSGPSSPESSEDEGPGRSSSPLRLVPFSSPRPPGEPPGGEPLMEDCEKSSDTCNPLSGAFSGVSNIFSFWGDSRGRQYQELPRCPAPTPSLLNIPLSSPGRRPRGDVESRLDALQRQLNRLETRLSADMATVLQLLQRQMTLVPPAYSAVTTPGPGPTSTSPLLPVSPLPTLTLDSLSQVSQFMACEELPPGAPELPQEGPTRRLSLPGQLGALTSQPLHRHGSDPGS
#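 U2OS cells were transduced with wild-type KCNH2 virus (2.03 x 10^8 / mL) for 4 h at room temperature, then cultured overnight at 37 C. Thallium flux was read with FluxOr dye. Rate constants were normalized to DMSO controls.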
# The depositor's hits bear a star. % is scaled to controls: 0 for no effect and ±100 for the full control effect. Some of the compounds tested; rates above refer to the full screens.
(1) O=C(O)c1ccccc1-c1ccccc1C(=O)Nc1ccc2c(c1)oc(=O)c1ccccc12
(2) COc1ccc(CCNC(=O)CSc2nc3ccsc3c(=O)n2Cc2ccccn2)cc1OC
(3) COc1ccc([N+](=O)[O-])cc1N(CC(O)CN1C(=O)NC(C)(C)C1=O)S(=O)(=O)c1ccc(C)cc1 (stereo not drawn)
(4) CCn1cc(CN2CCC(C(=O)Nc3ccc(Oc4ccccc4F)cc3)CC2)cn1
(5) CN1CCN(c2nc3cc(N4CCOCC4)ccc3s2)CC1
(6) C[C@H](CO)N1C[C@H](C)[C@H](CN(C)S(=O)(=O)c2ccc(F)cc2)Oc2ncc(Br)cc2C1=O
(7) CCN(CC)C(=O)C1=C(C)N(Cc2ccc(OC)cc2)C(=O)C(CC(=O)NCc2ccco2)C1 (stereo not drawn)
(8) CC(C)CC1C(=O)N(Cc2cn(Cc3ccco3)nn2)CCS(=O)(=O)N1Cc1ccc(-c2ccccc2)cc1 (stereo not drawn)
(9) CC(C)NC(=O)C1CC(=O)N(CCc2ccc(F)cc2)C1 (stereo not drawn)
(10) C#CCN(C[C@H]1[C@H](OC(=O)NCc2ccccc2F)[C@H](OC(=O)NCc2ccccc2F)C[C@H]2C(=O)N(c3ccccc3)C(=O)[C@@H]12)S(=O)(=O)c1ccc(C)cc1
entry no.	1	2	3	4	5	6	7	8	9	10
KCNH2 3.1 block	-6	3	11	-29	-12	11	23	-12	6	-1
hERG WT inh	-5	17	7	54	-17	-9	-20	10	-14	1

(11) Cc1ccc(CC(=O)Nc2cccc(C(=O)Nc3c(C)n(C)n(-c4ccccc4)c3=O)c2)cc1C
(12) CCCCCCN1C[C@@H](n2cc(C3CC3)nn2)[C@H](O)C[C@@H]1c1ccc(C)cc1
(13) COc1cc(C(=O)OCC(=O)Nc2ccccc2)cc2c1OCCO2
(14) O=c1nc(Oc2ccccc2)nc2ncccn12
(15) Cc1noc(C)c1NC(=O)N(C)C[C@H]1OCc2cnnn2CCCC(=O)N([C@H](C)CO)C[C@@H]1C
(16) COc1ccc(CN2C(=O)C(CC(=O)NC3CC3)CC(C(=O)N(C)C)=C2C)cc1 (stereo not drawn)
(17) COc1ccc(CN(C)C[C@@H]2OCc3cnnn3CCCC(=O)N([C@@H](C)CO)C[C@H]2C)cc1
(18) O=C(CCn1c(=O)c2cccn2c2cccnc21)NCCCN1CCN(c2ccc(F)cc2)CC1
(19) Cc1nn(-c2ccccc2)c(C)c1NC(=O)COc1ccccc1C#N
(20) C[C@@H]1CCCCO[C@@H](CN(C)C(=O)C2CCCCC2)[C@@H](C)CN([C@H](C)CO)C(=O)c2cc(NC(=O)NC3CCCCC3)ccc2O1
entry no.	11	12	13	14	15	16	17	18	19	20
KCNH2 3.1 block	-1	-26	18	9	2	-4	12	-35	13	4
hERG WT inh	-3	4	3	4	2	7	-10	33	4	-11

(21) CC(C)(C)OC(=O)CC(S(=O)(=O)c1ccccc1)S(=O)(=O)c1ccccc1
(22) COc1ccc(S(=O)(=O)N2CCC(C(=O)NCCC(=O)NCCc3cccc(F)c3)CC2)cc1
(23) Cc1ccc(-c2ccc(CN3C(C(C)C)C(=O)N(Cc4cn(CC5CCCCC5)nn4)CCS3(=O)=O)cc2)cc1 (stereo not drawn)
(24) c1ccc(N=NN2CCOCC2)cc1
(25) C[C@@H]1CN([C@H](C)CO)S(=O)(=O)c2ccc(-c3cccc(C(=O)N(C)C)c3)cc2O[C@H]1CN(C)C(=O)Nc1ccc(F)cc1
(26) S=C1Nc2ccccc2CS1
(27) O=S1(=O)C[C@@H](N2CCN(c3ccccn3)CC2)[C@H](COCc2ccccc2)N1
(28) C[C@@H]1CCCCO[C@@H](CN(C)S(C)(=O)=O)[C@@H](C)CN([C@H](C)CO)C(=O)c2cc(N(C)C)ccc2O1
(29) C[C@@H]1CCCCO[C@H](CN(C)S(=O)(=O)c2ccccc2)[C@@H](C)CN([C@H](C)CO)C(=O)c2cc(NC(=O)Cc3ccccc3)ccc2O1
(30) CN[C@H](C)C(=O)NC[C@H]1O[C@@H](n2cc(C)c(=O)[nH]c2=O)C[C@@H]1O
entry no.	21	22	23	24	25	26	27	28	29	30
KCNH2 3.1 block	0	-1	-4	1	0	14	-8	-22	-2	-23
hERG WT inh	-4	-2	-17	0	-8	15	0	12	8	-8

# Complete entries, quoted from the list.
# `CC(C)(C)OC(=O)CC(S(=O)(=O)c1ccccc1)S(=O)(=O)c1ccccc1` in the list: KCNH2 3.1 block = 0; hERG WT inh = -4
# `CN[C@H](C)C(=O)NC[C@H]1O[C@@H](n2cc(C)c(=O)[nH]c2=O)C[C@@H]1O` in the list: KCNH2 3.1 block = -23; hERG WT inh = -8

# Further structures follow.
(31) COc1ccc(-c2cncnc2N)cc1OC
(32) CCOc1ccc(-c2nnc(NC(=O)COc3ccccc3F)o2)cc1
(33) CS(=O)(=O)N(CC(=O)N1CCCC1)c1cccc(C(F)(F)F)c1
(34) O=C(Nc1ccc(Cl)cc1)c1nc[nH]c1C(=O)Nc1ccccc1F
(35) CC(C)NC(=O)c1ccc(CONC(=O)OCc2ccccc2)cc1
(36) CCOC(=O)C1(c2ccccc2)CCCNC1=O (stereo not drawn)
(37) O[C@H]1CN(Cc2cccs2)[C@@H](c2ccc(Cl)cc2)C[C@@H]1n1cc(C2CC2)nn1
(38) O=C(NCCCN1CCCC1=O)C(=O)NCC1OCCCN1S(=O)(=O)c1ccccc1 (stereo not drawn)
(39) Cc1ccc(Nc2cc(=O)n(C)c(=O)[nH]2)cc1C
(40) CC(C)NC(=O)N(C)C[C@@H]1Oc2ncc(-c3cccc(C#N)c3)cc2C(=O)N([C@H](C)CO)C[C@@H]1C
entry no.	31	32	33	34	35	36	37	38	39	40
KCNH2 3.1 block	7	5	-3	0	-4	-4	1	0	26	-6
hERG WT inh	16	-11	4	-4	21	3	0	-5	-6	-5

(41) C[C@@H]1CN([C@@H](C)CO)C(=O)CCCn2nncc2CO[C@H]1CN(C)C(=O)c1ccc2ccn(C)c2c1
(42) Cc1ccccc1OCC(=O)OCC(=O)NC12CC3CC(CC(C3)C1)C2
(43) CN(CC(=O)Nc1cccc(Cl)c1)S(=O)(=O)/C=C/c1ccccc1
(44) CC(C)CC1C(=O)N(Cc2cn(Cc3ccco3)nn2)CCS(=O)(=O)N1Cc1ccc(-c2ccc(F)cc2)cc1 (stereo not drawn)
(45) O=C1c2ccccc2C(=O)N1CCC#C/C=C1\c2ccccc2C(=O)N1c1ccccc1
(46) Cc1ccc(S(=O)(=O)N2CCC(C(=O)OCC(=O)N3C(C)CCCC3C)CC2)cc1C (stereo not drawn)
(47) CC1=C(C(=O)N2CCOCC2)CC(CC(=O)NCc2cccc3ccccc23)C(=O)N1Cc1ccc(F)cc1 (stereo not drawn)
(48) CCCCCC(=O)N1C[C@H](n2cc(COC(=O)c3ccccc3)nn2)[C@@H](O)C[C@@H]1c1ccccc1
(49) COc1ccc(CSC2=C(C#N)C(=O)NC3(CCCCC3)S2)cc1
(50) NC(=S)NN=Cc1c[nH]c2nccnc12
entry no.	41	42	43	44	45	46	47	48	49	50
KCNH2 3.1 block	2	11	-2	-24	-15	17	22	4	-4	-2
hERG WT inh	13	-10	-14	-17	-34	14	-6	3	0	8

(51) C=CC1=CCN(S(=O)(=O)C(C)(C)C)[C@H]1CCO
(52) COc1ccc(NC(=O)C2CC(=O)N(c3ccc(C)cc3)C2)cc1S(=O)(=O)N1CCCCC1 (stereo not drawn)
(53) COCCCNc1c2c(nc3ccccc13)CCC2
(54) C[C@H](CO)N1C[C@H](C)[C@@H](CN(C)C(=O)c2ccc3c(c2)OCO3)Oc2cc(/C=C/c3ccccc3)ccc2S1(=O)=O
(55) C[C@@H]1CN([C@@H](C)CO)C(=O)CCCn2nncc2CO[C@H]1CN(C)S(=O)(=O)c1ccc2ccccc2c1
(56) CCN(CC)CCN(Cc1cc2cc3c(cc2[nH]c1=O)OCCO3)C(=S)NCCOC
(57) C(=Cc1cnc2ccccc2n1)c1ccc2c(c1)OCO2
(58) Cc1ccc(CC#N)c(-c2c(CC#N)ccc(C)c2C)c1C
(59) O=C(c1ccc2c(c1)OCO2)c1ccc[nH]1
(60) C[C@@H]1CN([C@@H](C)CO)C(=O)CCCn2nncc2CO[C@H]1CN(C)Cc1ccc2c(c1)OCCO2
entry no.	51	52	53	54	55	56	57	58	59	60
KCNH2 3.1 block	0	1	5	19	11	-4	4	7	4	-20
hERG WT inh	-5	7	-3	10	-13	-1	3	-6	-1	5

(61) O=C(OCc1cn([C@@H]2CN(Cc3cccs3)[C@@H](c3ccc(Cl)cc3)C[C@H]2O)nn1)c1ccccc1
(62) Cc1ccc(NS(=O)(=O)c2ccc(-n3cccn3)cc2)cc1Cl
(63) Cc1ccc(C(=O)Nc2ccc(NC(=O)c3ccccc3Cl)c(C)c2)cc1
(64) COc1ccc(CCn2nnc3ccccc3c2=O)cc1OC
(65) CN(CC(=O)Nc1ccc(Cl)cc1)CC(=O)Nc1sc2c(c1C(N)=O)CCC2
(66) CN1CCn2cnc(C(=O)Nc3ccc(Cl)cc3)c2C1=O
(67) COc1c(Cl)cc(C(=O)Nc2cccnc2)cc1Cl
(68) CCOC(=O)c1csc(CCNC(=O)c2ccccc2)n1
(69) COCCNC(=S)N(C)[C@H]1C[C@H]2c3cc(N4CCN(C)CC4)ccc3CCN2C(=O)[C@H]1[C@H](C)O
(70) CN1CCn2cnc(C(=O)NCC(=O)OC(C)(C)C)c2C1=O
entry no.	61	62	63	64	65	66	67	68	69	70
KCNH2 3.1 block	-2	6	12	20	-15	-5	-14	4	12	8
hERG WT inh	-6	-27	-5	-2	23	-2	13	-10	-6	-2

(71) N#CCCC(C#N)(c1cccnc1)N1CCOCC1 (stereo not drawn)
(72) CC1=C(C(=O)N2CCOCC2)CC(CC(=O)NCCN2CCOCC2)C(=O)N1Cc1ccc(F)cc1 (stereo not drawn)
(73) COc1ccc(C(=O)OCC(=O)N2c3ccccc3CC2C)cc1S(=O)(=O)N1CCOCC1 (stereo not drawn)
(74) O=C(O)C1c2ccccc2Cc2ccccc21
(75) Cc1ccc([N+](=O)[O-])c(NC(=O)COC(=O)CCNS(=O)(=O)c2cccs2)c1C
(76) Cc1cc(C)c2c(=O)n3c(nc2c1)C(Cc1ccc(O)cc1)NC(=O)c1cccnc1-3 (stereo not drawn)
(77) CC(C)(C)c1cc(CNC(=O)C2CCC(=O)N(Cc3ccccc3F)C2)[nH]n1 (stereo not drawn)
(78) Cc1ccc(NC(=O)CSc2nnc3n2CCCCC3)cc1S(=O)(=O)N1CCOCC1
(79) Cc1[nH]c2ccccc2c1C(=O)C(=O)NCc1nnnn1-c1ccc(F)cc1
(80) CN(C(=O)COC(=O)c1cccs1)c1ccccc1
entry no.	71	72	73	74	75	76	77	78	79	80
KCNH2 3.1 block	7	21	-3	11	7	4	15	8	6	5
hERG WT inh	-6	-6	-6	6	-7	-3	-7	-22	9	0

(81) CN(Cc1ccccc1)C(CNS(=O)(=O)c1ccccc1)c1ccccc1 (stereo not drawn)
(82) CSc1cccc(NC(=O)C2CC(=O)N(c3ccc4c(c3)OCCO4)C2)c1 (stereo not drawn)
(83) C[C@H](O)[C@@H]1C(=O)N2CCc3c([nH]c4ccccc34)[C@@H]2C[C@@H]1N(C)C(=O)Nc1cc(Cl)cc(Cl)c1
(84) CN(CCCn1ccc(N)nc1=O)Cc1ccco1
(85) O=C1c2ccccc2CCC12OC2c1ccc([N+](=O)[O-])cc1 (stereo not drawn)
(86) COc1ccc([C@H]2C[C@H](O)[C@@H](n3cc(C4CC4)nn3)CN2C(=O)c2cccs2)cc1
(87) c1ccc(-c2nn3c(-c4ccccc4)nnc3o2)cc1
(88) CCCCN(C(=O)COc1ccc(F)cc1)c1c(N)n(CC(C)C)c(=O)[nH]c1=O
(89) COc1cc(NC(=O)CCc2c(C)noc2C)c(C(=O)O)cc1OC
(90) COc1ccccc1CCNC(=O)CSCC(=O)Nc1ccccc1F
entry no.	81	82	83	84	85	86	87	88	89	90
KCNH2 3.1 block	-14	9	5	-5	-3	-2	3	-5	7	-11
hERG WT inh	-2	-7	6	3	20	-25	-1	-8	-12	2

(91) C[C@H]1CN([C@@H](C)CO)C(=O)c2cc(C#CC3(O)CCCC3)cnc2O[C@H]1CN(C)C(=O)C1CC1
(92) CCN(CC(=O)Nc1ccc(OC)cc1)C(=O)C1CC(=O)N(Cc2ccccc2)C1 (stereo not drawn)
(93) O=C(C[C@H]1C[C@@H]2c3cc(NS(=O)(=O)c4ccccc4)ccc3O[C@@H]2[C@H](CO)O1)NC1CCCC1
(94) CCN(CC(=O)Nc1ccc(OC)cc1)CC(=O)Nc1cccc(S(=O)(=O)N2CCOCC2)c1
(95) O=C(Nc1ccccc1F)c1nc[nH]c1C(=O)NCc1ccccc1
entry no.	91	92	93	94	95
KCNH2 3.1 block	1	13	2	6	1
hERG WT inh	0	8	-3	22	0

# Screening data as filed in PubChem BioAssay.
